Compound activity as filed in PubChem.
TRHR agonist: qHTS for Small Molecule Agonists and Allosteric Enhancers of Human TRH Receptor: Primary Screen for Agonists; Thyrotropin-releasing hormone receptor (Homo sapiens), P34981; TRHR cells, calcium flux fluo-8, FDSS agonist mode; activation, % at 2 µM; 360,000 tested, 0.18% active; AID 493084, 2011; in the data active = activation above about 30%; also: 0% is about no effect
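Read-out: compound-evoked intracellular calcium rise in TRHR cells, fluo-8 dye, kinetic FDSS fluorescence at 1 s/cycle following a 10-cycle baseline. Cells cultured overnight before dye loading (30 min–1.5 h, RT).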
Apoferritin bind: qHTS Assay for Identification of Novel General Anesthetics; Ferritin light chain (Equus caballus), P02791; apoferritin/1-aminoanthracene competitive binding, fluorescence; Potency, µM (doses to about 77.5 µM), for the others: top-dose activity change, negative = displacement, most hits filed as inhibitors; 350,000 tested, 0.074% active; AID 485281, 2010; also: potency is read from the fitted curve at half-maximal effect; % is scaled to controls: 0 for no effect and ±100 for the full control effect; nearly all actives have a fitted effect of over 20% in size
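Concentration-response curves derived by four-parameter Hill fitting of normalized fluorescence, where compounds displaced 1-AMA from 10 uM horse apoferritin following a brief 10 min room-temperature incubation; propofol titration acted as positive control.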
D1 ag: Allosteric Agonists of the Human D1 Dopamine Receptor: qHTS; D(1A) dopamine receptor (Homo sapiens), P21728; HEK293 T-REx D1 cells, calcium flux, agonist mode; activation, % at 2 µM; 360,000 tested, 1% active; AID 504660, 2011; in the data active = activation above about 30%; also: 0% is about no effect
Target sequence (P21728 whole entry, looked up): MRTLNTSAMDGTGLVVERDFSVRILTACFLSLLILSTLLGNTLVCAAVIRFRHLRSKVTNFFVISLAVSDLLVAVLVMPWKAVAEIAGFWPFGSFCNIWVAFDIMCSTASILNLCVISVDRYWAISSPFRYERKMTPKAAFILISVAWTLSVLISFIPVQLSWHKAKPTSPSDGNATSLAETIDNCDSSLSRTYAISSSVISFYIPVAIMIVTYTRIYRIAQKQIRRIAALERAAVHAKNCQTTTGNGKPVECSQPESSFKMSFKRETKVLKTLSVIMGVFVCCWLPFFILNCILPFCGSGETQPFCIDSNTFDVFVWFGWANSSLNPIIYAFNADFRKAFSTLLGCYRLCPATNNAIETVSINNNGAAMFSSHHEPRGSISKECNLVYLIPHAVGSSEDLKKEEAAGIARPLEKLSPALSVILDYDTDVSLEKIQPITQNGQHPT
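Agonism was scored from calcium flux recorded over 180 s (1 read/s) after pintool compound addition, following a 10-cycle baseline. Cells were inducible force-coupled HEK293 TREx D1, plated overnight at 30 C and loaded with no-wash calcium dye.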
D2 potentiator: HTS Assay for Positive Allosteric Modulators of the Human D2 Dopamine Receptor: Primary Screen for Potentiators; D(2) dopamine receptor (Homo sapiens), P14416; HEK293 T-REx D2, calcium flux, EC20 dopamine potentiation; potentiation, % at 10 µM; 340,000 tested, 0.34% active;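 active = potentiation over 3 SD above the plate norm, cut at about 30% in these data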; also: 0% is about no effect
Target sequence (P14416 whole entry, looked up): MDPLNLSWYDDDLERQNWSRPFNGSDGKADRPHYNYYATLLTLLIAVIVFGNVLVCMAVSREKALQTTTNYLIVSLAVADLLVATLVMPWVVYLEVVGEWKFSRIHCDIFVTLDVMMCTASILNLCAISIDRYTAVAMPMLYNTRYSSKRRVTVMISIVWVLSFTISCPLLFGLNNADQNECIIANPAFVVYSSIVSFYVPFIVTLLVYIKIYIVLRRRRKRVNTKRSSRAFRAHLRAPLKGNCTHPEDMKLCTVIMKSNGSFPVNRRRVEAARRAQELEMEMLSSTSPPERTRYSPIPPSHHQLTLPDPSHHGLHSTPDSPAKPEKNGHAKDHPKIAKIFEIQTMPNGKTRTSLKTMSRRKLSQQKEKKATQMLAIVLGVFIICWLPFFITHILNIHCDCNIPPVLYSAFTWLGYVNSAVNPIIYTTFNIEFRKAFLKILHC
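Cells plated with tetracycline inducer and held overnight at 30 C; calcium dye loaded 30–90 min at room temperature; baseline taken, compound added and read 180 s; EC20 dopamine then added and read 180 s.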
RXFP1 antag: qHTS Assay for Antagonists of the Relaxin Receptor RXFP1; AID 1259400, 2018; Relaxin receptor 1 (Homo sapiens), Q9HBX9; HEK293-RXFP1, relaxin-stimulated cAMP HTRF, 30 min; hits give low values; 350,000 tested, 0.59% active; activity change, negative = inhibition, % at 57.5 µM;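 active = activity change of -60% or lower, but not beyond a set lower limit; inconclusive = change between -60% and -40%, or beyond the set limit; inactive = change above -40%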; also: % is scaled to controls: 0 for no effect and ±100 for the full control effect
D1 potentiator: Potentiators of Human D1 Dopamine Receptor: qHTS. D(1A) dopamine receptor (Homo sapiens), P21728. HEK293 TREx D1 cells, calcium flux, dopamine EC20 potentiation. potentiation, % at 10 µM. 360,000 tested, 0.036% active. AID 504651, 2011; in the data active = potentiation above about 30%; also: 0% is about no effect
D1 antagonist: Antagonist of Human D 1 Dopamine Receptor: qHTS. D(1A) dopamine receptor (Homo sapiens), P21728. HEK293 TREx D1 cells, calcium flux, dopamine EC80; hits give low values. activity change, negative = inhibition, % at 10 µM. 360,000 tested, 3.2% active. AID 504652, 2011; in the data active = activity change below about -30%; also: % is scaled to controls: 0 for no effect and ±100 for the full control effect
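Tetracycline-induced HEK293 Trex D1 cells, force-coupled to calcium, dye-loaded; compounds added and read 180 s, then EC80 dopamine added and calcium flux tracked kinetically another 180 s.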
TRHR enhancer: qHTS for Small Molecule Agonists and Allosteric Enhancers of Human TRH Receptor: Primary Screen for Enhancers; Thyrotropin-releasing hormone receptor (Homo sapiens), P34981; TRHR cells, fluo-8 calcium fluorescence, EC20 TRH enhancement; enhancement, % at 2 µM; 360,000 tested, 0.66% active; AID 493056, 2011; in the data active = enhancement above about 30%; also: 0% is about no effect
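TRHR-expressing cells loaded with fluo-8 calcium dye were read kinetically (ex 480/em 530) during compound addition, then stimulated with an EC20 of TRH (10 nM final). Enhancement of the Gq-mediated intracellular calcium response was scored.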
RXFP1 ag: qHTS Assay for Agonists of the Relaxin Receptor RXFP1; Relaxin receptor 1 (Homo sapiens), Q9HBX9; HEK293T-RXFP1 cAMP TR-FRET, 30 min; response scale: percent of porcine relaxin response, buffer zero; Potency, µM (titrated, usually from 57.5 µM), inactives show at the highest dose activation, usual class: activators; AID 2676, 2010; 370,000 tested, 0.3% active; also: potency is read from the fitted curve at half-maximal effect; % is scaled to controls: 0 for no effect and ±100 for the full control effect; nearly all actives have a fitted effect of over 60% in size; many of its hits are not listed in these tables
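cAMP rise read by TR-FRET after 30 min, 37C compound exposure (up to 58 uM) in RXFP1-transfected HEK293 cells with Ro 20174 present. EC50 from Hill-equation fits, with 29 nM porcine relaxin as 100% and buffer as basal.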
Active calls of the source: *; ? = inconclusive; . = no result given. Unless noted, calls follow the shape of the dose curve; as a rule, active = well fitted curve in the direction sought with a large enough effect; inconclusive = small, poorly fitted or top-dose-only effect, or another doubt; inactive = no such curve, though single readings can be large; an effect the other way counts as inactive or inconclusive.

The first 2 entries (preview)
1. O=C1CN(C(=O)CSc2nc(-c3ccc(Cl)cc3)cs2)c2ccccc2N1
2. O=C(NCc1ccc(F)cc1)C1(S(=O)(=O)c2ccc(Cl)cc2)CC1
screen / no.,1,2
TRHR agonist,0.3,-2.8
Apoferritin bind,3%,-13%
D1 ag,3,3
D2 potentiator,3,0
RXFP1 antag,-1,6
D1 potentiator,0,.
D1 antagonist,6,4
TRHR enhancer,-2,-4
RXFP1 ag,0.2%,1.9%

Main list, previewed entries included:
1. O=C1CN(C(=O)CSc2nc(-c3ccc(Cl)cc3)cs2)c2ccccc2N1
2. O=C(NCc1ccc(F)cc1)C1(S(=O)(=O)c2ccc(Cl)cc2)CC1
3. O=C(Nn1c(-c2ccncc2)nc2ccccc2c1=O)c1ccc([N+](=O)[O-])cc1Cl
4. COCCNC(=O)COc1ccc(N(C)S(=O)(=O)c2ccc3ccccc3c2)cc1
5. O=C(CCCN1C(=O)C(c2ccccc2)Oc2cccnc21)Nc1ccccc1Cl (stereo not given)
6. CC1CCN(C(=O)Cn2cc(C(=O)C3CC3)c3ccccc32)CC1
screen / no.,1,2,3,4,5,6
TRHR agonist,0.3,-2.8,0.1,-1.7,-0.6,0.3
Apoferritin bind,3%,-13%,-1%,-15%,-15%,-8%
D1 ag,3,3,-1,4,12,-2
D2 potentiator,3,0,-4,-2,-24,1
RXFP1 antag,-1,6,1,24,6,-17
D1 potentiator,0,.,3,2,-7,-7
D1 antagonist,6,4,36,-3,0,-9
TRHR enhancer,-2,-4,3,4,-9,16
RXFP1 ag,0.2%,1.9%,9.5%,-0.4%,-0.5%,1.3%

7. N#Cc1c(=O)c2nc(NCCCO)ncc2n2c(=O)c3ccccc3[nH]c12
8. Cc1cc(C)cc(NC(=O)CSc2nc(=O)n(CCN3CCOCC3)c3c2CCCC3)c1
9. CCOC(=O)c1sc(=NC(=O)c2ccc(Cl)s2)n(C)c1C
10. COc1ccc(N2CCN(C(=O)CCN3C(=S)NC(C)(C)CC3C)CC2)cc1 (stereo not given)
11. COc1cc(OC)cc(C(=O)OCC(=O)NCc2ccc3c(c2)OCO3)c1
12. Cc1cc(C)n(CC(O)COc2ccccc2C(=O)Nc2ccccc2)n1 (stereo not given)
screen / no.,7,8,9,10,11,12
TRHR agonist,0.9,-0.3,0.0,-0.2,-1.4,-0.8
Apoferritin bind,-8%,.,-8%,-4%,-20%,-18%
D1 ag,2,1,2,2,4,6
D2 potentiator,.,9,0,7,.,-3
RXFP1 antag,3,-2,-7,-13,11,8
D1 potentiator,-6,9,-2,2,-2,-2
D1 antagonist,-16,-16,0,6,14,5
TRHR enhancer,-3,13,-5,5,2,-2
RXFP1 ag,21%,-0.7%,3.8%,1.7%,0.1%,0.3%

Full records, quoted from the list. Order of values: TRHR agonist, Apoferritin bind, D1 ag, D2 potentiator, RXFP1 antag, D1 potentiator, D1 antagonist, TRHR enhancer, RXFP1 ag
N#Cc1c(=O)c2nc(NCCCO)ncc2n2c(=O)c3ccccc3[nH]c12 is listed as 0.9, -8%, 2, ., 3, -6, -16, -3, 21%
Cc1cc(C)n(CC(O)COc2ccccc2C(=O)Nc2ccccc2)n1 (stereo not given) is listed as -0.8, -18%, 6, -3, 8, -2, 5, -2, 0.3%
COc1ccc(N2CCN(C(=O)CCN3C(=S)NC(C)(C)CC3C)CC2)cc1 (stereo not given) is listed as -0.2, -4%, 2, 7, -13, 2, 6, 5, 1.7%
COc1cc(OC)cc(C(=O)OCC(=O)NCc2ccc3c(c2)OCO3)c1 is listed as -1.4, -20%, 4, ., 11, -2, 14, 2, 0.1%
Cc1cc(C)cc(NC(=O)CSc2nc(=O)n(CCN3CCOCC3)c3c2CCCC3)c1 is listed as -0.3, ., 1, 9, -2, 9, -16, 13, -0.7%

Additional results:
13. Cc1ccc(C(=O)NCCc2nnc3ccc(NCc4ccc5c(c4)OCO5)nn23)cc1
14. COc1ccc(CCNC(=O)/C(C#N)=C/c2ccc(OCC(=O)NCC3CCCO3)cc2)cc1OC (stereo not given)
15. COc1ccc(C(=O)N(C)C(C)c2ccon2)cc1OC1CCN(C(C)C)CC1 (stereo not given)
16. COc1ccc(Cl)cc1NC(=O)CCN1CCN(c2ccccc2C)CC1
17. Cc1noc(-c2ccccc2OCC(=O)Nc2cccc([N+](=O)[O-])c2)n1
18. Oc1[nH]c(=S)sc1/C=C1\C(c2ccccc2)=Nc2ccccc21
screen / no.,13,14,15,16,17,18
TRHR agonist,-0.1,0.3,-0.2,0.1,-0.5,9.0
Apoferritin bind,-8%,-16%,-7%,-6%,?,-9%
D1 ag,2,3,3,2,0,38*
D2 potentiator,-1,-1,-10,-22,1,6
RXFP1 antag,-6,-5,-7,-2,.,?
D1 potentiator,-7,0,0,-6,-1,-7
D1 antagonist,3,-12,-6,5,-14,0
TRHR enhancer,1,-4,-5,23,-3,-7
RXFP1 ag,6.4%,-0.3%,-1.0%,1.9%,0.4%,-2.2%

19. CC[C@@H](C)[C@H](CN[C@H](CNC)[C@@H](C)O)NCCc1ccc(OC)cc1
20. O=C(COc1ccccc1)NCCSCc1ccco1
21. CC1CCN(C(=O)Cn2cc3c(n2)CCCC3)CC1
22. O=C(Nc1ccccc1)Nc1ccc(Cl)c([N+](=O)[O-])c1
23. CC1=C(C#N)C(Nc2cccc(C)n2)(C(F)(F)F)C(=O)N1 (stereo not given)
24. CCO[C@@H]1OC(C(N)=O)=C[C@H](c2ccc3c(c2)OCO3)[C@H]1CCCO
screen / no.,19,20,21,22,23,24
TRHR agonist,1.0,-0.7,0.1,1.5,-0.5,0.1
Apoferritin bind,-7%,-5%,0%,-2%,-5%,-2%
D1 ag,0,1,-3,32*,8,-5
D2 potentiator,6,2,12,7,3,-8
RXFP1 antag,.,1,-11,.,-17,.
D1 potentiator,-4,-2,0,-10,-5,3
D1 antagonist,-2,-22,6,-46*,50,-34*
TRHR enhancer,2,-7,0,-5,-7,4
RXFP1 ag,-0.2%,0.2%,0.2%,-1.8%,1.0%,-0.7%

25. CCCCCCCCC(=O)NCCOc1ccc(OC)cc1
26. O=C(Nc1ccccc1N1CCOCC1)c1cccc(Oc2ccccc2)c1
27. CCOc1ccc(/C=N/Nc2cc(=O)n(C)c(=O)n2C)cc1
28. O=C(Cc1ccc(NS(=O)(=O)c2cccc(C(F)(F)F)c2)cc1)NCCN1CCOCC1
29. Cc1nn(C)cc1CNC(=O)c1cccc(F)c1
30. O=C(Cc1ccccc1)Nc1cccc(C(=O)N/N=C/c2ccco2)c1
screen / no.,25,26,27,28,29,30
TRHR agonist,1.2,-0.2,0.6,0.4,0.3,0.4
Apoferritin bind,-13%,0%,-6%,.,-6%,-10%
D1 ag,4,6,0,3,4,1
D2 potentiator,-8,-9,-12,-12,0,-12
RXFP1 antag,3,-10,-3,-2,-1,12
D1 potentiator,3,-4,-3,-6,-4,-1
D1 antagonist,-9,-6,1,4,9,-3
TRHR enhancer,-1,-3,-4,-5,2,-3
RXFP1 ag,0.5%,-1.1%,4.1%,-0.2%,0.5%,-1.0%

31. C=CCOc1ccc(CNn2nnnc2N)cc1
32. CC1=C(C(=O)OCC(C)C)C(c2ccc(Br)s2)NC(=O)N1 (stereo not given)
33. O=C(Nc1nc2c(Cl)cccc2s1)c1ccc(Br)o1
34. CCOc1ccc(NC(=O)CSc2oc(-c3ccco3)nc2S(=O)(=O)c2ccc(Cl)cc2)cc1
35. CCCNC1=C(C)C(=O)CC1
36. Cc1onc(-c2ccccc2)c1C(=O)Nc1sc2c(c1C#N)CCC(C)C2 (stereo not given)
screen / no.,31,32,33,34,35,36
TRHR agonist,-0.2,-0.5,-0.7,-0.3,-0.3,0.2
Apoferritin bind,-9%,-22%,?,?,-10%,-2%
D1 ag,3,0,1,25,0,5
D2 potentiator,.,12,10,12,-5,6
RXFP1 antag,5,-15,-39,-8,-7,1
D1 potentiator,1,-3,0,2,-6,5
D1 antagonist,0,-4,3,3,-17,4
TRHR enhancer,4,-4,-2,5,14,9
RXFP1 ag,-1.0%,-1.0%,28%,5.1%,0.9%,0.2%

37. Cn1c(=O)c2c(nc(N3CCc4ccccc4C3)n2Cc2ccccc2F)n(C)c1=O
38. O=C(Nc1ccccc1-c1nnn(CC(=O)N2CCOCC2)n1)c1ccccc1F
39. Cc1ccccc1NC(=O)CCN1C(=O)CSC1=O
40. CCOc1ccc(NC(=O)CC2C(=O)N(c3ccccc3)C(=O)N2Cc2ccc3c(c2)OCO3)cc1 (stereo not given)
screen / no.,37,38,39,40
TRHR agonist,-0.1,0.7,0.4,-0.7
Apoferritin bind,1%,-4%,-8%,4%
D1 ag,0,2,-3,0
D2 potentiator,-6,0,16,17
RXFP1 antag,3,-6,-16,.
D1 potentiator,-6,-6,-6,1
D1 antagonist,12,2,-12,-51*
TRHR enhancer,0,-1,-1,-1
RXFP1 ag,3.0%,2.5%,1.2%,1.8%

Some of the compounds tested; rates above refer to the full screens.
